Mtb BioA inh: blocks M. tuberculosis BioA enzyme activity | purified M. tuberculosis BioA enzyme, plate reader | inhibition, % at 9.99 µM | hit rate 0.096% among 360,000 | AID 602481; in the data active means inhibition above about 40%
GDH-TPI inh: GDH-TPI coupled enzyme inhibition counter-screen; GDH-TPI coupled enzyme counterscreen, NADH absorbance; inhibition, % at 4.8 µM; hit rate 1.2% among 360,000; AID 588335; in the data active means inhibition above about 30%;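 further: 0% = DMSO wells and 100% = wells lacking the enzyme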
PfHsp40 yeast: compounds rescuing yeast from Plasmodium falciparum HSP40 toxicity | S. cerevisiae expressing PfHsp40, growth rescue, ATP luminescence | growth rescue, % at 12.5 µM | hit rate 0.68% among 340,000; in the data active means growth rescue above about 28%, passing the limit was not always enough;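 further: yeast W303a lacking pdr1 and pdr3 grown in galactose medium; growth measured after three days at 30 °C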
Mtb UGM inh: inhibitors of M. tuberculosis UDP-galactopyranose mutase | P9WIQ1 | purified UGM, fluorescence polarization probe displacement | inhibition, % at 10 µM | hit rate 0.06% among 320,000 | AID 504406; in the data active means inhibition above about 10%, passing the limit was not always enough
Target sequence (P9WIQ1 whole entry, looked up): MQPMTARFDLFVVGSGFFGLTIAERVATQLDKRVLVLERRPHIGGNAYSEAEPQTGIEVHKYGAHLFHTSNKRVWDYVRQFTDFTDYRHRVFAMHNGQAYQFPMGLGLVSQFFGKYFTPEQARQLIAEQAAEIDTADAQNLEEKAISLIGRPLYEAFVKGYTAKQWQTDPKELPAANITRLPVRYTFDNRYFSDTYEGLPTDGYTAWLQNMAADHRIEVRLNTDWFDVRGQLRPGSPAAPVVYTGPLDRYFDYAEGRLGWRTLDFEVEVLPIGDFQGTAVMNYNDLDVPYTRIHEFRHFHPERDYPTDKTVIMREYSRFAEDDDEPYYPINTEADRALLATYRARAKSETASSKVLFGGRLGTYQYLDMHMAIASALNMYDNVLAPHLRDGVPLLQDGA
Vc quorum ag: quorum light induction in luxS cqsA deficient V. cholerae. AID 588436. V. cholerae BH1578 lux reporter, luminescence, 6 h. hit rate 0.16% among 350,000. activation, % at 18.7 µM; in the data active means activation mostly above about 9.7%, no sharp cut-off; further: not every result past the cut was called active; inactives centre near 0; reference of the scale not given here
FadD28 FP inh: blocks FadD28 binding to the bisubstrate probe; inhibition, % at 12.5 µM; AID 588549; fluorescence polarization; hit rate 0.22% among 360,000; in the data active means inhibition above about 8.5%, passing the limit was not always enough
Yp Topo-I inh: inhibitors of Yersinia pestis topoisomerase I; activity, % at 10 µM; hit rate 0.064% among 360,000; Y. pestis Topo-I cleavage product accumulation, plate reader; AID 504884; in the data active means activity above about 50%, passing the limit was not always enough; further: inactives centre near 2
Mtb FBA inh: inhibits M. tuberculosis FBA enzyme; hit rate 2.3% among 360,000; purified M. tuberculosis FBA, fluorescence read-out; inhibition, % at 1 µM; in the data active means inhibition above about 27%;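 further: 0% = vehicle and 100% = reference inhibitor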
Target sequence (P9WQA3 whole entry, looked up): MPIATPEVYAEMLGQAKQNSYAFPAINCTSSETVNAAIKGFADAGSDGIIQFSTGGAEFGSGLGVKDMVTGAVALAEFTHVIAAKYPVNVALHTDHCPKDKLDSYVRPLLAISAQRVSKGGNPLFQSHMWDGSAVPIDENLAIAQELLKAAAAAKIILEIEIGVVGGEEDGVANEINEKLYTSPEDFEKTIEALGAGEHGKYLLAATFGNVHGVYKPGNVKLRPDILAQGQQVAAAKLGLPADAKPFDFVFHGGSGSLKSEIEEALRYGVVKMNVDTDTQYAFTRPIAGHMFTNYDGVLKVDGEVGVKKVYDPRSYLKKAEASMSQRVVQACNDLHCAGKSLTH
TcdB GH inh: inhibitors of Clostridioides difficile toxin B glycohydrolase; hit rate 0.24% among 350,000; P18177; inhibition, % at 9.99 µM; TcdB glycohydrolase enzymatic assay, plate reader; in the data active means inhibition above about 10%
The depositor's hits bear a star; i = inactive; / = not tested or not shown. An unsorted share of the library. Share with any hit: about 4.6%.

SMILES | Mtb BioA inh | GDH-TPI inh | PfHsp40 yeast | Mtb UGM inh | Vc quorum ag | FadD28 FP inh | Yp Topo-I inh | Mtb FBA inh | TcdB GH inh
Cc1ccc(-c2csc3ncn(-n4c(C)ccc4C)c(=O)c23)o1 | -0.9 | 6.4 | -0.5 | 1.8 | i | 1.8 | 3.9 | 4.3 | /
Cc1ccc(-n2c(SCc3nc4ccccc4[nH]3)nnc2-c2ccncc2)cc1 | / | -7.0 | 0.6 | -0.2 | i | -3.6 | 5.3 | -2.0 | 0.3
Cc1ccc(CSCC(=O)Nc2ccc(N3CCOCC3)cc2N2CCOCC2)cc1 | -0.3 | 11.5 | 8.3 | -1.8 | i | -1.2 | 32.3 | -1.8 | 0.5
O=C(CCN1C(=O)/C(=C\c2ccccc2)SC1=S)NNC(=O)c1ccncc1 | 1.5 | 13.0 | / | -2.7 | -0.2 | -5.0 | 1.3 | 0.4 | 1.3
Cc1ccccc1C(=O)Nc1cccc(-c2ccc3nncn3n2)c1 | -3.0 | 7.2 | -0.3 | -0.2 | -0.4 | -5.4 | -11.4 | 0.9 | 1.4
COc1ccc(NC(=O)NC2CCCCCCC2)cc1 | -0.7 | -7.0 | -1.0 | -0.1 | 0.3 | 0.6 | 1.4 | -2.1 | 0.8
Cc1nnc(SCCn2c(Br)nc3c2c(=O)n(C)c(=O)n3C)s1 | -0.7 | 4.6 | 1.6 | 1.2 | i | 0.7 | 2.9 | -0.3 | /
Cc1ccc(C)c(OCC(=O)Nc2nc3ccc([N+](=O)[O-])cc3s2)c1C | -3.2 | 20.4 | 0.5 | 0.3 | i | 1.5 | -7.5 | 53.0* | -4.9
Oc1ccc2nc(Cc3ccccc3)[nH]c2c1 | 0.1 | -1.5 | -1.4 | 2.0 | -1.4 | -2.4 | -1.0 | 1.1 | /
COc1ccc(C2C(C(N)=O)=C(C)Nc3nc(-c4ccccc4)nn32)cc1OC (stereo unspecified) | 3.3 | -5.9 | -1.9 | 1.3 | 0.9 | -2.7 | -11.8 | 1.6 | 0.7
COc1ccc(-c2c[n+](CC(=O)N3c4ccccc4Sc4ccccc43)c3n2CCC3)cc1 | / | 2.9 | -0.1 | -1.5 | i | -1.1 | 17.3 | -1.0 | 1.9
CN(c1ccc(C(=O)NCC2CCCO2)cc1)S(C)(=O)=O (stereo unspecified) | -0.6 | 9.5 | 1.4 | -0.1 | -1.5 | -0.9 | 1.9 | 0.3 | 0.7
CC1(C)CC(=O)N(c2ccc(Cl)cc2Cl)C(=O)C1 | -0.9 | 4.6 | 0.2 | -2.4 | -0.5 | -2.3 | 1.6 | 1.1 | 0.1
O=C(CSc1ncn[nH]1)Nc1ccc(Br)cc1F | / | 2.5 | 0.2 | 0.2 | i | -0.8 | 0.1 | -0.4 | /
Cn1cccc1-c1cc(C(=O)N/N=C/c2ccc([N+](=O)[O-])cc2)[nH]n1 | -0.5 | 30.1 | 0.1 | -3.1 | -1.2 | -1.5 | 2.8 | -0.2 | -0.6
Cc1ccccc1-n1c(SCc2c(C)noc2C)nnc1-c1c[nH]c2ccccc12 | 0.7 | -0.7 | 3.3 | -0.9 | -0.5 | -6.1 | 13.3 | -2.0 | /
COc1cc(C=NN2CCCCC2)cc(OC)c1OC | 0.8 | 9.1 | / | / | i | -0.2 | -1.8 | -1.6 | 1.4
COCCCNC(=O)CCn1nc(-c2ccc(Cl)cc2)ccc1=O | -0.9 | -4.6 | -0.2 | 0.1 | i | -0.3 | 1.3 | 3.7 | 0.7
Cc1nc2cc(NC(=O)N3c4ccccc4CC3C)ccc2n1C (stereo unspecified) | -1.8 | 6.4 | -1.6 | 0.7 | -0.4 | 0.3 | 4.8 | 2.3 | 1.5
COc1ccc(/C=C/S(=O)(=O)NCc2ccccc2)cc1OC | 1.7 | 4.7 | -0.8 | 0.8 | -0.3 | -1.2 | 12.0 | 2.2 | 0.0
N#CCC(=O)Nc1ccc(C(=O)OCC(=O)NC(=O)Cc2ccccc2)cc1 | 1.0 | 4.2 | 0.5 | -0.5 | -5.0 | -2.3 | 4.7 | 3.0 | 1.3
Cc1cc(NC(=O)CSc2nnnn2-c2ccc(C)c(C)c2)no1 | / | -3.8 | 10.0 | 0.7 | -0.2 | -2.4 | 4.5 | -0.3 | 0.3
CCOC(=O)C(Cc1ccccc1)NC(=O)CNC(=O)CNC(=O)OCc1ccccc1 (stereo unspecified) | / | -2.2 | -1.0 | 0.1 | -0.2 | -4.5 | 9.9 | 1.7 | /
COc1ccc(CCNC(=O)c2ccc(CNS(=O)(=O)c3ccccc3)cc2)cc1OC | / | -0.7 | -1.6 | 0.5 | -0.2 | -2.5 | 14.7 | -1.1 | /
O=C(CC1C(=O)NCCN1CCCc1ccccc1)NCCc1ccccc1Cl (stereo unspecified) | 1.7 | -5.2 | 1.3 | 3.2 | i | -4.3 | 26.8 | 0.6 | 1.8
COc1cccc(C2=NOC(C(=O)N3CCOCC3)C2)c1 (stereo unspecified) | -1.7 | 8.3 | -0.5 | 1.8 | -0.5 | -1.3 | 0.4 | 1.7 | /
CCN(CC)CCNC(=O)CS(=O)Cc1nc(-c2ccccc2Cl)oc1C (stereo unspecified) | / | -6.4 | 0.8 | 1.0 | -0.2 | -2.4 | 2.1 | -0.8 | /
CCOc1ccc(CC(=O)NNC(=S)Nc2ccc(OC)c(OC)c2)cc1 | / | -14.9 | 0.4 | 0.9 | -0.3 | -4.7 | 2.1 | -3.0 | 5.0
Cn1c(=O)c2c(nc(CN3CCN(c4ccc(F)cc4)CC3)n2CCN2CCOCC2)n(C)c1=O | -2.1 | -14.8 | 0.3 | -0.1 | -0.6 | -4.3 | 3.3 | 0.2 | -1.1
COc1ccc(-c2[nH]nc3nc(N4CCN(C(=O)c5ccoc5)CC4)cc(C(F)(F)F)c23)cc1 | -1.0 | 26.1 | / | / | -0.6 | -7.5 | 27.6 | 3.9 | 2.1
Cc1cc(F)ccc1S(=O)(=O)Nc1ccc(O)c(Sc2ncn[nH]2)c1 | 0.0 | -1.5 | 0.3 | -3.2 | -0.3 | -2.6 | -7.9 | 0.7 | -17.5
Cc1cccc(NS(=O)(=O)c2ccc(NC(=O)CN(c3cc([N+](=O)[O-])ccc3C)S(C)(=O)=O)cc2)c1 | 0.6 | 9.4 | 0.9 | 2.0 | 0.1 | -1.1 | -6.0 | -5.6 | 1.2
O=S(=O)(c1ccccc1)N1N=C(c2cccs2)CC1c1ccc(F)cc1 (stereo unspecified) | -0.7 | 3.1 | -0.4 | -0.3 | i | -2.0 | 20.4 | 0.8 | 1.2
CCOc1ccc(C(=O)CCC(=O)N2CCN(c3ccccc3O)CC2)cc1 | 2.2 | 6.7 | -1.8 | 3.0 | i | 0.4 | 29.4 | 2.3 | -1.3
COc1ccc(NC(=O)Cn2cnc3sc(C)c(S(=O)(=O)N4CCOCC4)c3c2=O)cc1Cl | 0.5 | 13.4 | -1.1 | -1.3 | -0.5 | -0.6 | 0.0 | 2.2 | -0.3
c1ccc(N(c2ccccc2)c2nc(-n3ccnc3)nc(-n3ccnc3)n2)cc1 | 0.2 | -1.5 | -0.8 | -1.5 | i | -1.8 | 22.0 | 2.8 | /
COc1ccc(O)c(/C=C(\C#N)C(=O)Nc2cccnc2)c1 | / | 13.0 | 0.0 | 1.5 | -0.4 | -3.9 | -4.9 | 16.3 | -0.3
CC(Sc1n[nH]c(-c2ccccc2)n1)C(=O)c1c(N)n(C)c(=O)n(C)c1=O (stereo unspecified) | -1.7 | 5.5 | -1.9 | -1.7 | -2.3 | -2.5 | 0.8 | 1.5 | 1.4
CN(Cc1ccc(Cl)cc1)C(=O)CNC(=O)C12CC3CC(CC(C3)C1)C2 | 0.9 | 1.8 | 0.7 | 2.8 | i | / | 29.0 | 0.7 | 2.3
O=C(N/N=C/c1c(O)n(Cc2ccco2)c(=O)[nH]c1=O)c1ccccc1 | 8.6 | 21.5 | 1.1 | 0.3 | -0.3 | -3.8 | 4.1 | 0.7 | 0.0
CCCCC(c1nnnn1CS(=O)(=O)c1ccc(C)cc1)N1CCC(C(N)=O)CC1 (stereo unspecified) | 3.1 | 0.8 | 0.1 | / | i | -5.2 | 12.7 | 1.0 | 2.1
O=C(Nc1ccc(Cl)cc1)Nc1ccccc1NS(=O)(=O)c1cccs1 | / | -0.9 | -0.1 | 1.2 | i | -3.4 | -12.7 | -0.2 | -3.9
CCOC(=O)c1c(NC(=O)/C=C\C(=O)O)sc(C)c1-c1ccccc1 | / | 8.9 | 94.7* | 1.8 | -0.2 | -4.3 | 10.2 | 2.7 | -1.8
COCCCNC(=O)c1c(F)c(F)c(F)c(F)c1F | 2.1 | 0.9 | 0.4 | 1.6 | i | -3.0 | -1.0 | -1.3 | /
CCC1CCCCN1C(=O)c1ccc2nc(Cc3ccc(OC)cc3)oc2c1 (stereo unspecified) | 0.6 | -1.6 | 0.6 | 1.5 | -0.1 | -2.6 | 31.9 | 1.7 | 0.3

Exported with two lines to a compound: part of the list above.
Every second line gives: Mtb BioA inh, GDH-TPI inh, PfHsp40 yeast, Mtb UGM inh, Vc quorum ag, FadD28 FP inh, Yp Topo-I inh, Mtb FBA inh, TcdB GH inh
Cc1cccc(NS(=O)(=O)c2ccc(NC(=O)CN(c3cc([N+](=O)[O-])ccc3C)S(C)(=O)=O)cc2)c1
  0.6, 9.4, 0.9, 2.0, 0.1, -1.1, -6.0, -5.6, 1.2
O=S(=O)(c1ccccc1)N1N=C(c2cccs2)CC1c1ccc(F)cc1 (stereo unspecified)
  -0.7, 3.1, -0.4, -0.3, i, -2.0, 20.4, 0.8, 1.2
CCOc1ccc(C(=O)CCC(=O)N2CCN(c3ccccc3O)CC2)cc1
  2.2, 6.7, -1.8, 3.0, i, 0.4, 29.4, 2.3, -1.3
COc1ccc(NC(=O)Cn2cnc3sc(C)c(S(=O)(=O)N4CCOCC4)c3c2=O)cc1Cl
  0.5, 13.4, -1.1, -1.3, -0.5, -0.6, 0.0, 2.2, -0.3
c1ccc(N(c2ccccc2)c2nc(-n3ccnc3)nc(-n3ccnc3)n2)cc1
  0.2, -1.5, -0.8, -1.5, i, -1.8, 22.0, 2.8, /

(cont.)
SMILES | Mtb BioA inh | GDH-TPI inh | PfHsp40 yeast | Mtb UGM inh | Vc quorum ag | FadD28 FP inh | Yp Topo-I inh | Mtb FBA inh | TcdB GH inh
O=C1CC(N2CC=C(c3ccccc3)CC2)C(=O)N1c1ccc(F)cc1 (stereo unspecified) | -1.3 | 1.0 | 5.8 | -1.3 | -0.2 | 1.1 | -1.4 | 6.2 | 0.5
Oc1ccc2ccccc2c1CNc1cnc2ccccc2c1 | -3.0 | 30.0 | 2.0 | 2.5 | -0.7 | 0.7 | -5.5 | 49.9* | /
N/C(=N\OC(=O)c1ccco1)c1ccc(Cl)cc1 | 0.7 | -2.9 | -0.4 | -2.7 | -0.4 | -2.1 | 0.3 | 0.4 | 0.8
Cc1ccc(NC(=O)C(C)c2ccc([N+](=O)[O-])cc2)cc1Cl (stereo unspecified) | / | 5.7 | 12.3 | 1.8 | -0.3 | -13.2 | -3.1 | -3.6 | -0.4
Cc1cc(NC(=O)CS(=O)(=O)c2cn(Cc3ccc(F)cc3)c3ccccc23)no1 | 0.9 | 12.5 | -0.1 | -0.8 | -1.1 | -3.8 | 6.7 | 1.4 | 0.1
O=C(c1cccc(S(=O)(=O)N2CCCCCC2)c1)N1CCN(Cc2ccccc2)CC1 | -4.7 | -2.8 | -0.2 | / | i | -3.1 | 25.1 | -0.7 | 1.2
COc1ccc(NC(=O)COC(=O)Cc2cccs2)cc1OC | 2.6 | -7.7 | -0.7 | -0.8 | -5.0 | -4.1 | -3.3 | 0.1 | 3.0
CC1=CC(C)(C)N(C(=O)Nc2ccccc2)c2ccccc21 | -0.6 | 2.5 | 0.0 | 0.7 | i | -0.7 | 1.0 | 0.3 | 0.5
O=C1/C(=C\c2ccco2)NC(=S)N1c1ccccc1 | / | 6.9 | -0.6 | 1.3 | -0.1 | 1.0 | -11.1 | 2.5 | -13.9
COCCCNC(=O)c1c[nH]c2ccc(S(=O)(=O)N(C)c3ccccc3C)cc2c1=O | / | 19.3 | 1.5 | -1.1 | 0.9 | -0.8 | -4.0 | 16.7 | -0.3
O=C1CC(c2ccc(S(=O)(=O)NCc3ccncc3)cc2)CN1 (stereo unspecified) | -0.4 | 9.9 | -0.3 | -0.3 | -0.2 | 0.2 | 2.2 | 2.1 | 1.7

Screening data deposited in PubChem by several laboratories.
